High-throughput results (PubChem)
TRb SRC2 PPI = qHTS for Inhibitors of the Interaction of Thyroid Hormone Receptor and Steroid Receptor Coregulator 2; Thyroid hormone receptor beta (Homo sapiens), P10828; TRbeta-SRC2 peptide binding, fluorescence polarization; receptor liganded with 1 µM T3; Potency, µM (doses to about 106 µM), without a hit: top-dose activity change, negative = inhibition, usual class: inhibitors; 280,000 compounds, 0.065% hits;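 also: plate controls were bound peptide for no effect and peptide without receptor for full effect; nearly all actives have a fitted effect of over 50% in size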
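Quantitative HTS by FP: 0.6 uM TRb LBD, 20 nM labeled SRC2 20-mer, 1 uM T3, 5% DMSO; 5 hr ambient incubation; % activity per concentration and potencies from concentration series.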
Tau ThT inhib = qHTS for Inhibitors of Tau Fibril Formation, Thioflavin T Binding; Microtubule-associated protein tau (Homo sapiens), P10636; recombinant tau K18 P301L, heparin-induced fibrillization, ThT fluorescence; Potency, µM (series often up to 57.4 µM), without a hit: at the highest dose activity, negative = inhibition, usual class: inhibitors; 270,000 compounds, 2.1% hits; AID 1460, 2008; also: nearly all actives have a fitted effect of over 55% in size
Target sequence (P10636 561-689 P618L limits assumed): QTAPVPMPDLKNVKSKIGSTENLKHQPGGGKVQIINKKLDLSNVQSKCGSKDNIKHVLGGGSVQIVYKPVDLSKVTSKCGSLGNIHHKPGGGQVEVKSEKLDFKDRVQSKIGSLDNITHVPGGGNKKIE
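Recombinant human tau K18 fragment […] carrying P301L, 15 uM unlabeled plus 0.24 uM Alexa 594-labeled, was fibrillized with 20 uM heparin in 100 mM sodium acetate pH 7 for 6 hr at 37 C; 30 uM ThT fluorescence read after 1 hr.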
TexasRed fluor = Total Fluorescence Counterscreen for Inhibitors of the Interaction of Thyroid Hormone Receptor and Steroid Receptor Coregulator 2. AID 1479, 2009. 280,000 compounds, 0.29% hits. TRb/SRC2 Texas Red total fluorescence interference. Potency, µM (top dose mostly 106 µM), for inactives: at the highest dose fluorescence change, negative = quenching; active = well fitted curve in either direction with a large enough effect; inconclusive = small, poorly fitted or top-dose-only effect
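Human TRb ligand-binding domain at 0.6 uM with 20 nM Texas Red SRC2 peptide in Tris buffer containing 1 uM T3 and 5% DMSO, incubated with compound 5 h at ambient temperature. Total fluorescence (555/632 nm) calculated as parallel + 2 × perpendicular.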
GLA spleen mod = qHTS Assay for Inhibitors and Activators of Human alpha-Galactosidase From Spleen Homogenate; Alpha-galactosidase A (Homo sapiens), P06280; human spleen homogenate, 4MU-alpha-Gal fluorescence, 40 min; Potency, µM (top dose mostly 80 µM), for the others: top-dose activity change, negative = inhibition, actives largely listed as inhibitors; 240,000 compounds, 0.008% hits; AID 2107, 2009;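 also: 0% = enzyme with vehicle and -100% = no enzyme basal signal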
Target sequence (P06280 32-429 limits assumed): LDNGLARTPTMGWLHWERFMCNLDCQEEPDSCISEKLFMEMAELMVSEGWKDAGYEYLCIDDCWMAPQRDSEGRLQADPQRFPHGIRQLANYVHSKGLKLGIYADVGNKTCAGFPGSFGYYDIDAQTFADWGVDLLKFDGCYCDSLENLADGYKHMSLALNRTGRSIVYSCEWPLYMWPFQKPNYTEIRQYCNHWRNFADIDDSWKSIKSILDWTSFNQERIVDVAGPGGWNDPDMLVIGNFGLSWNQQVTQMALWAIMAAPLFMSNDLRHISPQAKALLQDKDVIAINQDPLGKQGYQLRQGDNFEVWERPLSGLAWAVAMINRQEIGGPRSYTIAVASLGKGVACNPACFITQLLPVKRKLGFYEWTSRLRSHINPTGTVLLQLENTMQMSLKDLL
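qHTS titration in buffer at pH 5.0. Alpha-galactosidase activity in spleen homogenate was measured via 4-methylumbelliferone release from 1 mM fluorogenic substrate after 40 min at 37C and a pH 10 stop. AC50 came from Hill fits of control-normalized data.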
L3MBTL1 inh = qHTS Assay for the Inhibitors of L3MBTL1; Lethal(3)malignant brain tumor-like protein 1 (Homo sapiens), Q9Y468; AID 485360, 2010; Potency, µM (titrated, usually from 57.1 µM), for the others: at the highest dose activity, negative = inhibition, most hits filed as inhibitors; AlphaScreen L3MBTL1–H3K9me1 peptide binding; 230,000 compounds, 0.66% hits; also: nearly all actives have a fitted effect of over 60% in size
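L3MBTL1 (50 nM) pre-complexed 30 min with biotinylated H3(1-15)K9me1 peptide (75 nM), then compounds added for 30 min at room temperature; AlphaScreen streptavidin donor/nickel chelate acceptor beads (10 ug/mL final) read after 30 min dark incubation.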
Tau fibril FP = qHTS for Inhibitors of Tau Fibril Formation, Fluorescence Polarization; Microtubule-associated protein tau (Homo sapiens), P10636; K18 P301L tau heparin fibrillization, Alexa594 FP, 6 h; Potency, µM (doses to about 57.7 µM), for the others: at the highest dose activity, negative = inhibition, actives largely listed as inhibitors; 280,000 compounds, 0.39% hits; AID 1468, 2008; also: nearly all actives have a fitted effect of over 55% in size
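Read-out: fluorescence polarization of Alexa 594-labeled tau (0.24 uM), 555 nm excitation, 632 nm emission. Mixtures held 15 uM unlabeled K18 P301L, compound and 20 uM heparin, pH 7 acetate buffer, incubated 6 hr at 37 C.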
ALDH1A1 block = qHTS Assay for Inhibitors of Aldehyde Dehydrogenase 1 (ALDH1A1); 220,000 compounds, 7.3% hits; Purified ALDH1A1, NADH fluorescence, propionaldehyde substrate; Aldehyde dehydrogenase 1A1 (Homo sapiens), P00352; Potency, µM (highest dose often 75.3 µM), inactives show at the top dose activity, negative = inhibition, most hits filed as inhibitors; AID 1030, 2008; active = well fitted inhibition curve with a large enough effect, not every such curve was filed as active; inconclusive = small, poorly fitted or top-dose-only effect, or another doubt; inactive = no such curve, though single readings can be large or run the other way;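 also: plate controls were no enzyme wells and a reference inhibitor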
Target sequence (P00352 whole entry, looked up): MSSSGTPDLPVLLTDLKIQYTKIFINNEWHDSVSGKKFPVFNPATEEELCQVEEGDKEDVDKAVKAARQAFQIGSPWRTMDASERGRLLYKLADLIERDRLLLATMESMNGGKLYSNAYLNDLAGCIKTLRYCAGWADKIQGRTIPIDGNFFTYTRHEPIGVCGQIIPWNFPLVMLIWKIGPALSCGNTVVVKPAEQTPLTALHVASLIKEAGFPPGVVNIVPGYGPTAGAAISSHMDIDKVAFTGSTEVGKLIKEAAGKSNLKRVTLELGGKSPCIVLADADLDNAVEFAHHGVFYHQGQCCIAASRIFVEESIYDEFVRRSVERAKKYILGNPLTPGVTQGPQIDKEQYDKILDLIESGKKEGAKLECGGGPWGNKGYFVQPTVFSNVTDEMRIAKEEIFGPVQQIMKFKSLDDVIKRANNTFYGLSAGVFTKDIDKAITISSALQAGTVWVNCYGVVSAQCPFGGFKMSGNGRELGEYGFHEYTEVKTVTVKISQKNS
Tau fluor cs = Counterscreen qHTS for Inhibitors of Tau Fibril Formation, Fluorescence Polarization; tau K18 P301L (four-repeat tau fragment) Alexa594 fluorescence, heparin fibrillization; Potency, µM (doses to about 57.7 µM), without a hit: at the top dose activity change, negative = decrease; 280,000 compounds, 0.93% hits; AID 1463, 2008; also: nearly all actives have a fitted effect of over 55% in size
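Human K18 P301L tau (15 uM unlabeled plus 0.24 uM Alexa 594-labeled, final) in 100 mM sodium acetate pH 7 was mixed with compound and 20 uM heparin and incubated 6 hr at 37 C.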
* hit, by the source's call; ? = inconclusive; . = not tested or not shown; & = joins results of further samples; [ ] = remark or other dose. Unless noted, calls follow the shape of the dose curve; as a rule, active = well fitted curve in the direction sought with a large enough effect; inconclusive = small, poorly fitted or top-dose-only effect, or another doubt; inactive = no such curve, though single readings can be large; an effect the other way counts as inactive or inconclusive. Unless noted, % is scaled to controls: 0 for no effect and ±100 for the full control effect; potency is read from the fitted curve at half-maximal effect.

SMILES	TRb SRC2 PPI	Tau ThT inhib	TexasRed fluor	GLA spleen mod	L3MBTL1 inh	Tau fibril FP	ALDH1A1 block	Tau fluor cs
CCc1ccc(C(=O)CC2(O)C(=O)N(CCc3ccccc3)c3ccc(Br)cc32)cc1 (stereo unspecified)	6%	-13%	-1%	.	.	-6%	.	-21%
NC(=O)COC(=O)c1sc2ccccc2c1Cl	0%	-10%	-5%	2%	.	-3%	-7%	-12%
CC(=O)Nc1ccc(NC(=O)Cn2c(=O)n(-c3ccccc3)c(=O)c3oc4ccccc4c32)cc1	-3%	-1%	1%	-7%	.	0%	-15%	-10%
CCN(CC)Cc1csc2ccc(Br)cc12	-4%	-5%	-1%	0%	4%	7%	3%	2%
CN(C)CCCOc1ccc2c(c1)Sc1ccccc1CC2=O	-9%[53 µM]	1%	0%[53 µM]	3%	14%	0%	13%	2%
COc1ccc(OC)c(NC(=O)C2CCCN(S(=O)(=O)c3c(C)noc3C)C2)c1 (stereo unspecified)	6%	?	5%	-2%	3%	7%	?	?
Cc1ccc(-c2nc(NCc3ccco3)n(S(C)(=O)=O)n2)cc1	-4%	-6%	-3%	-2%	.	1%	6%	-11%
CC1=CC(C)(C)Nc2ccc(OC(=O)CN3C(=O)CCC3=O)cc21	-2%	?	-1%	1%	.	-4%	-18%	?
CCOC(=O)N1CCN(C(=O)C(=O)N/N=C/c2ccc(OC)cc2OC)CC1	-2%	-16%	1%	3%	0%	1%	.	-1%
COc1cccc(C(=O)Nc2ccc(-n3nncc3C(C)(C)C)cc2)c1	7%	-7%	0%	13%	.	-2%	-8%	-7%
O=C(NCc1cccnc1)c1cccc2c1C(=O)N(Cc1cccnc1)C2	-5%	-9%	0%	-2%	.	3%	24%	-2%
Cc1c(C(=O)N2CCCC2)oc2c1-c1nn(CC(=O)NCc3ccccc3F)cc1CC2	-5%	-15%	-3%	.	.	9%	.	-2%
Cc1ccc(S(=O)(=O)/N=c2\ccc(Cl)cn2C(F)F)cc1	-9%	6%	-2%	5%	.	-3%	-8%	-2%
Cc1cc2c3c(cccc3n1)C(=O)c1ccccc1-2	-1%	?	-1%	1%	.	4%	-11%	-29%
Cc1c(C(=O)Nc2ccc(C(C)C)cc2)sc2nc[nH]c(=O)c12	-4%	?	-2%	.	.	?	.	?

Reprinted from the part before: 4 compounds, then new ones.
SMILES	TRb SRC2 PPI	Tau ThT inhib	TexasRed fluor	GLA spleen mod	L3MBTL1 inh	Tau fibril FP	ALDH1A1 block	Tau fluor cs
Cc1c(C(=O)N2CCCC2)oc2c1-c1nn(CC(=O)NCc3ccccc3F)cc1CC2	-5%	-15%	-3%	.	.	9%	.	-2%
Cc1ccc(S(=O)(=O)/N=c2\ccc(Cl)cn2C(F)F)cc1	-9%	6%	-2%	5%	.	-3%	-8%	-2%
Cc1cc2c3c(cccc3n1)C(=O)c1ccccc1-2	-1%	?	-1%	1%	.	4%	-11%	-29%
Cc1c(C(=O)Nc2ccc(C(C)C)cc2)sc2nc[nH]c(=O)c12	-4%	?	-2%	.	.	?	.	?
O=C(CSc1c2c(nc3cc(Cl)ccc13)CCCC2)NCCCN1CCOCC1	5%	-9%	-3%	9%	.	-2%	0%	1%
CCOc1ccc(S(=O)(=O)N2CCN(c3ccc(Cl)c(Cl)c3)CC2)c2ccccc12	5%	4%	5%	.	.	-7%	.	-11%
O=S(=O)(NCCOCCNS(=O)(=O)c1ccccc1)c1ccccc1	-3%	5%	-1%	2%	-4%	-5%	25µM*	-4%
CC(C)Oc1ccc(CNC(=O)c2ccc3c(c2)N(Cc2ccc(F)cc2)CCS3)cc1	-5%	-4%	1%	.	.	4%	.	?
O=C1c2ccc([N+](=O)[O-])cc2C(=O)N1CNc1ccccn1	-2%	1%	-1%	0%	.	0%	-1%	-1%
Cc1ccc(-c2csc3nc(SCC(=O)N(C)C)n(Cc4ccccc4)c(=O)c23)cc1	10%	-13%	3%	-1%	?	6%	-4%	-16%
Cc1ccc(C(=O)OC2CCN(c3ccc([N+](=O)[O-])cc3)CC2)cc1	-11%	?	0%	0%	-3%	-4%	?	-11%
FC(F)(F)c1ccnc(Sc2n[nH]c(C(F)(F)F)n2)c1	-3%	-3%	-4%	0%	-7%	6%	-11%	-3%
CCCCC/C=C\C[C@@H](O)/C=C/C=C\C/C=C\CCCC(=O)O	2%&1%	0%&-3%	-4%&-1%	27%&-1%	.	1%&4%	-1%&-1%	7%&-5%
CCCCn1cc(S(=O)(=O)c2ccc(OC)cc2)c(=O)c2cc(CC)ccc21	1%	-6%	0%	.	.	7%	.	-12%
Cc1ccc(C(=O)Nc2cccc(C(F)(F)F)c2)cc1Nc1ncnc2nc[nH]c12	3%	7%	-3%	17%	.	-12%	.	-14%
Fc1ccccc1/C=N/Nc1nc(N2CCCCC2)nc(N2CCCCC2)n1	-2%	-6%	-2%	-1%	-5%	0%	22%	-9%
CCN(CC)C(=O)c1ccc2c(c1)N(Cc1ccccc1F)C(=O)c1ccccc1S2=O (stereo unspecified)	-6%	0%	1%	.	.	-1%	.	-6%
O=C(Nc1ccc(F)cc1F)c1c2c(nc3ccccc13)C(=O)N(C1CCCCC1)C2	0%	5%	-4%	.	.	6%	.	6%
COc1ccc(Nc2nc(N)nc(CSc3nncn3C)n2)cc1	-3%	-9%	-2%	-11%	.	1%	6%	-6%

Laid out differently: results already given.
molecule | TRb SRC2 PPI | Tau ThT inhib | TexasRed fluor | GLA spleen mod | L3MBTL1 inh | Tau fibril FP | ALDH1A1 block | Tau fluor cs
Fc1ccccc1/C=N/Nc1nc(N2CCCCC2)nc(N2CCCCC2)n1 | -2% | -6% | -2% | -1% | -5% | 0% | 22% | -9%
CCN(CC)C(=O)c1ccc2c(c1)N(Cc1ccccc1F)C(=O)c1ccccc1S2=O (stereo unspecified) | -6% | 0% | 1% | . | . | -1% | . | -6%

(list continues)
SMILES	TRb SRC2 PPI	Tau ThT inhib	TexasRed fluor	GLA spleen mod	L3MBTL1 inh	Tau fibril FP	ALDH1A1 block	Tau fluor cs
COCCNC(=O)C1CC(c2cccc(OC)c2)=NO1 (stereo unspecified)	-1%	-4%	-3%	-6%	1%	-6%	9%	-7%
CC(=O)Nc1nnc(SCc2cc(=O)c3cccc(Cl)c3[nH]2)s1	-2%	-9%	-1%	.	.	-5%	.	-7%
COc1ccc2[nH]c(C)c(CCN3C(=O)OC(C)(C)C3(C)O)c2c1 (stereo unspecified)	1%	?	1%	7%	-5%	9%	?	-4%
Cc1ccccc1Oc1ncnc2oc(-c3ccccc3)cc12	-6%	?	1%	-8%	20%	0%	?	-17%
Cc1ccc(Cn2c(C)c3cnn(CC(=O)NCc4ccccc4)c(=O)c3c2C)cc1	5%	-7%	-3%	.	.	6%	.	3%
Nc1sccc1C(=O)c1ccc(Cl)cc1	-4%	-13%	-2%	2%	0%	7%	3%	-20%
CCc1cc(C)cc(OCCNC(=O)c2ncn[nH]2)c1	2%	-5%	-1%	-2%	-27%	-6%	7%	-6%
Cc1cc(N2C(=O)C3C4C=CC(C4)C3C2=O)no1 (stereo unspecified)	-4%	12%	-4%	-2%	4%[11.4 µM]	8%	-8%	17%
Cc1ccccc1NC(=O)c1c2c(nc3ccccc13)C(=O)N(C1CCCCC1)C2	-10%	-2%	-3%	.	.	4%	.	5%
O=C(CCCl)N1CCCC2(CCCCC2)C1	1%	-5%	2%	-10%	9%	7%	.	-7%
COc1ccc(-c2noc(-c3ccccc3OCC(=O)Nc3ccc(C(C)=O)cc3)n2)cc1	6%	?	0%	.	.	1%	.	-26%
CCOC(=O)C1CCN(C(=O)N(C)C)CC1	-18%	?	4%	-4%	3%	8%	6%	0%
CCc1ccc(-c2cc(C(=O)NCCCn3ccnc3)c3ccccc3n2)s1	2%	?	-1%	?	-12%	-6%	?	-23%
COc1ccc(NC(=O)c2c(-c3ccccc3)noc2C)c(OC)c1	7%	-17%	2%	-5%	.	-1%	5%	-15%
CCC12CN3CC(CC)(CN(C1)C3c1cccc(OC)c1O)C2=O (stereo unspecified)	2%	5%	3%	.	.	5%	.	-2%
CN=c1sc(C(=O)Nc2cccc(Cl)c2)cc(=O)n1C	-3%	-20%	3%	1%	2%	-9%	-1%	-13%
Cn1c(N)c(C(=O)COC(=O)c2cccc(S(=O)(=O)N3CCCCC3)c2)c(=O)n(C)c1=O	-1%	0%	0%	6%	-1%	?	8%	-24%
CCCCCCC(=O)N/N=C/Cc1ccccc1	9%	8%	-1%	2%	1%	2%	13µM*	0%
O=C(COC(=O)c1c[nH]c(=O)[nH]c1=O)Nc1ccccc1Br	0%	1%	-4%	6%	5%	0%	2%	-6%
CCCNC(=O)c1cc2c3ccccc3n(C)c2s1	-3%	?	-6%	4%	-5%	-3%	?	-29%
CCCNC(=O)CSc1nc2nc(C)c(Cc3ccccc3Cl)c(C)n2n1	-4%	-13%	0%	.	.	-4%	.	-14%
CCOC(=O)NC1(Nc2cccc(Cl)c2)Oc2ccccc2O1	3%	?	?	-9%	-11%	-7%	?	-27%
CN(C)c1nc(N)nc(N(c2ccccc2)c2ccccc2)n1	-7%	-2%	-2%	0%	10%	1%	-2%	-7%
CCOC(=O)c1ccc(NC(=O)c2nc[nH]c2C(=O)N2CCc3ccccc3C2)cc1	-6%	3%	-2%	4%	.	?	.	-29%
